Screens (PubChem)
p53 PUMA act: re-activators of the mutant p53 pathway; SW480 PUMA-promoter luciferase, p53 mutant reactivation; activation, % at 9.98 µM; 1.5% of 28,000 active; in the data active = activation above about 52%
STK33 kin inh: blocks human STK33 kinase activity; ADP-Glo luminescence, MBP substrate; inhibition, % at 12.5 µM; 0.44% of 27,000 active; AID 2322; in the data active = inhibition above about 20%
Target sequence (Q9BYT3 whole entry, looked up): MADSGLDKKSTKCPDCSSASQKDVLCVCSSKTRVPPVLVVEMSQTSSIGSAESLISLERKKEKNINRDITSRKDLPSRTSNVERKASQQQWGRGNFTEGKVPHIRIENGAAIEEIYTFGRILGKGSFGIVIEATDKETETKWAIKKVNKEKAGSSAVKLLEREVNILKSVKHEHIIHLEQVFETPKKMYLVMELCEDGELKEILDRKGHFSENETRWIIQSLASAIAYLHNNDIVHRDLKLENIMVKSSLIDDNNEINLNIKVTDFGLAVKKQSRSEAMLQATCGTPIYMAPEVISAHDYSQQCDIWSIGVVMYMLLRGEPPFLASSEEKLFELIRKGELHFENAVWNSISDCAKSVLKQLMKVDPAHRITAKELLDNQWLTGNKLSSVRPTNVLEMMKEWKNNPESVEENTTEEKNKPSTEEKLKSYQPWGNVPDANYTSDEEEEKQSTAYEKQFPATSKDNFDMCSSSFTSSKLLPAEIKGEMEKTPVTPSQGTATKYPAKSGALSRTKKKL
* marks the source's active call; other numbers are inactive results. Some of the compounds tested, so the mix of outcomes need not match the whole.

How did CC(C)NC(=O)N(C)C[C@@H]1Oc2ccc(NC(=O)CCN3CCOCC3)cc2C(=O)N([C@@H](C)CO)C[C@@H]1C do in these assays?
p53 PUMA act: -2

How did CS(=O)(=O)N(CC(=O)NC1CCCCC1)c1ccc(F)c(Cl)c1 do in these assays?
p53 PUMA act: -2; STK33 kin inh: 0

What do the screens show for `CNC[C@@H]1Oc2c(NC(=O)Nc3ccc(C(F)(F)F)cc3)cccc2C(=O)N([C@H](C)CO)C[C@H]1C`?
p53 PUMA act: -4

How did C[C@H](CO)N1C[C@H](C)[C@@H](CN(C)Cc2ccncc2)OCCCC[C@H](C)Oc2ccc(NC(=O)Nc3ccc(C(F)(F)F)cc3)cc2C1=O do in these assays?
p53 PUMA act: -41

How did C[C@H]1CN([C@@H](C)CO)C(=O)Cc2cc(NC(=O)Cc3cn(C)c4ccccc34)ccc2O[C@H]1CN(C)C(=O)Nc1ccc(C(F)(F)F)cc1 do in these assays?
STK33 kin inh: -2

What do the screens show for `FC(F)(F)c1ccc2nc(SCc3ccc(Br)cc3)[nH]c2c1`?
p53 PUMA act: 0

How did C[C@@H]1CCCCO[C@@H](CN(C)Cc2ccncc2)[C@H](C)CN([C@H](C)CO)C(=O)c2cc(NS(=O)(=O)c3cn(C)cn3)ccc2O1 do in these assays?
p53 PUMA act: 10

How did COc1ccc(C(=O)CSc2ncn[nH]2)cc1OC do in these assays?
p53 PUMA act: -1; STK33 kin inh: 9

What do the screens show for `Cc1cccnc1NC(=S)NC(=O)c1cncc(Br)c1`?
p53 PUMA act: 108*; STK33 kin inh: -2

What do the screens show for `CN(CC(=O)Nc1ccc(Cl)c(Cl)c1)S(=O)(=O)c1ccc2ccccc2c1`?
p53 PUMA act: 22; STK33 kin inh: 0

What do the screens show for `C[C@H]1CN([C@@H](C)CO)C(=O)c2cc(NC(=O)C3CC3)ccc2O[C@@H]1CN(C)S(=O)(=O)c1ccccc1`?
STK33 kin inh: 0

Results for Cc1ccc(OCC(=O)Nc2ccc3oc(-c4ccccc4C)nc3c2)cc1C ?
p53 PUMA act: 43; STK33 kin inh: 4

How did COc1cccc(C(=O)COc2cccc(NC(=O)c3cccc([N+](=O)[O-])c3)c2)c1 do in these assays?
p53 PUMA act: 10; STK33 kin inh: 1

Results for N#Cc1c(NC(=O)c2cc(S(=O)(=O)N3CCOCC3)cs2)sc2c1CCCC2 ?
p53 PUMA act: 9; STK33 kin inh: 1

How did C[C@H]1CN([C@@H](C)CO)C(=O)Cc2cc(NS(=O)(=O)c3ccc(Cl)cc3)ccc2O[C@H]1CN(C)S(=O)(=O)c1ccc(Cl)cc1 do in these assays?
STK33 kin inh: 1

How did COc1ccc(C#Cc2ccc3c(c2)[C@]2(C(=O)N3)[C@H](C(=O)O)[C@H]3C(=O)O[C@H](c4ccccc4)[C@H](c4ccccc4)N3[C@@H]2c2ccc(O)cc2)cc1 do in these assays?
STK33 kin inh: 18

Results for C[C@@H]1CN([C@H](C)CO)C(=O)c2cc(N(C)C)ccc2O[C@@H](C)CCCCO[C@@H]1CN(C)Cc1ccc(C(=O)O)cc1 ?
p53 PUMA act: 2

How did O=C(/C=C/c1ccc(O)cc1)c1ccc(O)cc1O do in these assays?
STK33 kin inh: 50*

How did COCC(=O)N(C)C[C@H]1Oc2ncc(C#Cc3ccccc3OC)cc2C(=O)N([C@@H](C)CO)C[C@@H]1C do in these assays?
p53 PUMA act: -7

How did C[C@@H]1CN([C@@H](C)CO)C(=O)CCCn2nncc2CO[C@@H]1CN(C)C(=O)C1CCCCC1 do in these assays?
STK33 kin inh: -4

Results for NCCOc1ccc(Cl)cc1 ?
STK33 kin inh: -2

How did C[C@H]1CN([C@@H](C)CO)C(=O)c2cccc(NS(=O)(=O)c3ccc(F)cc3)c2O[C@@H]1CN(C)Cc1ccc(C(F)(F)F)cc1 do in these assays?
p53 PUMA act: -6

What do the screens show for `C[C@@H]1CN([C@H](C)CO)S(=O)(=O)c2ccc(/C=C/c3ccccc3)cc2O[C@H]1CN(C)C(=O)c1ccncc1`?
p53 PUMA act: -15

What do the screens show for `Cc1ccc(S(=O)(=O)N(C)C[C@H]2OCCCC[C@@H](C)Oc3ccc(NC(=O)CCCN(C)C)cc3C(=O)N([C@H](C)CO)C[C@@H]2C)cc1`?
STK33 kin inh: 3

Results for COc1cc(C2OCC3C(c4ccc(OC5OC(CO)C(O)C(O)C5O)c(OC)c4)OCC23)ccc1O (configuration not stated) ?
p53 PUMA act: -3; STK33 kin inh: 1

How did C[C@@H]1CCCCO[C@@H](CN(C)S(=O)(=O)c2cn(C)cn2)[C@@H](C)CN([C@H](C)CO)C(=O)c2cc(NC(=O)CCCN(C)C)ccc2O1 do in these assays?
STK33 kin inh: 2

Results for Cc1cc(=O)oc2cc(OC(C)C(=O)Nc3ccccc3[N+](=O)[O-])ccc12 (configuration not stated) ?
p53 PUMA act: 32; STK33 kin inh: 5

How did CC(C)NC(=O)Nc1ccc2c(c1)CC(=O)N([C@H](C)CO)C[C@@H](C)[C@H](CN(C)Cc1ccc(Cl)c(Cl)c1)O2 do in these assays?
STK33 kin inh: 1

What do the screens show for `Nc1ncnc2c1ncn2C1CCC(CO)O1` (configuration not stated)?
p53 PUMA act: 1; STK33 kin inh: 5

Results for COCC(=O)Nc1ccc2c(c1)[C@H]1C[C@H](CC(=O)NCCN3CCCCC3)O[C@H](CO)[C@H]1O2 ?
p53 PUMA act: 3

What do the screens show for `COc1ccc([C@H]2Sc3ccccc3N(CCN(C)C)C(=O)[C@H]2OC(C)=O)cc1`?
p53 PUMA act: 24; STK33 kin inh: -2

How did COc1ccc(S(=O)(=O)Nc2ccc3c(c2)C(=O)N([C@@H](C)CO)C[C@@H](C)[C@H](CN(C)Cc2ccncc2)OCCCC[C@H](C)O3)cc1 do in these assays?
p53 PUMA act: -4

Results for COc1ccc([Si](C)(C)[C@@H]2[C@@H](CCO)O[C@]3(C(=O)N(C)c4c(Br)cc(C)cc43)[C@H]2C)cc1 ?
STK33 kin inh: 6

Results for C[C@@H]1CN([C@H](C)CO)C(=O)Cc2cc(NC(=O)C3CCCCC3)ccc2O[C@H]1CN(C)CC1CC1 ?
STK33 kin inh: -1

How did COc1ccc(NC(=O)NCCN2CCN(c3cc(OC)ccc3OC)CC2)cc1 do in these assays?
p53 PUMA act: 4; STK33 kin inh: -2

What do the screens show for `Nc1nc2c(cnn2CCc2ccccc2)c2nc(-c3ccco3)nn12`?
p53 PUMA act: 32

What do the screens show for `Cc1noc(C)c1NC(=O)N(C)C[C@H]1Oc2c(NC(=O)C3CCOCC3)cccc2C(=O)N([C@H](C)CO)C[C@@H]1C`?
p53 PUMA act: 4

Results for COc1ccc(CN(C)C[C@H]2Oc3ccc(NS(=O)(=O)c4ccc(Cl)cc4)cc3C(=O)N([C@@H](C)CO)C[C@H]2C)cc1 ?
p53 PUMA act: 6

How did COc1cccc(NC(=O)CSc2nnnn2C)c1 do in these assays?
p53 PUMA act: 21; STK33 kin inh: -2

How did CN(Cc1nc(-c2ccncc2)no1)S(=O)(=O)c1ccc(Br)cc1 do in these assays?
p53 PUMA act: 1; STK33 kin inh: -1

What do the screens show for `CNC[C@@H]1Oc2ccc(NC(=O)Cc3ccccc3)cc2CC(=O)N([C@@H](C)CO)C[C@H]1C`?
p53 PUMA act: 7

What do the screens show for `COc1ccc(CCNC(=S)n2cc(C)cn2)cc1OC`?
p53 PUMA act: 12; STK33 kin inh: -2

Results for O=C(O)Cn1cc(C(=O)C2CCCCC2)c2ccccc21 ?
p53 PUMA act: -29; STK33 kin inh: -4

What do the screens show for `Cc1noc(C)c1NC(=O)N(C)C[C@H]1Oc2ccc(NS(C)(=O)=O)cc2CC(=O)N([C@H](C)CO)C[C@H]1C`?
p53 PUMA act: 2; STK33 kin inh: -2

Results for CCn1c(SCC(=O)Nc2cccc(Cl)c2Cl)nnc1-c1ccc([N+](=O)[O-])cc1 ?
p53 PUMA act: -2; STK33 kin inh: 2

How did C[C@@H]1CCCCO[C@@H](CN(C)C(=O)CCC(F)(F)F)[C@H](C)CN([C@@H](C)CO)C(=O)c2cc(NC(=O)Cc3ccccc3)ccc2O1 do in these assays?
p53 PUMA act: -21

What do the screens show for `CCOc1ccc(NC(=O)CSc2nnc(-c3cccs3)n2C)cc1`?
p53 PUMA act: 18; STK33 kin inh: 1

Results for CC(C)[C@H](NC(=O)CNC(=O)OC(C)(C)C)C(=O)N[C@H](C=O)C(C)C ?
p53 PUMA act: 4

How did C[C@@H]1CN([C@H](C)CO)C(=O)Cc2cc(NC(=O)Nc3ccc(F)cc3)ccc2O[C@@H]1CN(C)Cc1ccncc1 do in these assays?
STK33 kin inh: -3

Results for Cc1ccc(C(=O)Nc2cccc(OC(=O)c3cc(S(=O)(=O)N4CCCCC4)ccc3Cl)c2)cc1 ?
p53 PUMA act: 1; STK33 kin inh: 0

Six compounds from above, ordered by heavy-atom count, highest first.
How did C[C@@H]1CN([C@H](C)CO)C(=O)Cc2cc(NC(=O)Nc3ccc(F)cc3)ccc2O[C@@H]1CN(C)Cc1ccncc1 do in these assays?
STK33 kin inh: -3

What do the screens show for `Cc1noc(C)c1NC(=O)N(C)C[C@H]1Oc2ccc(NS(C)(=O)=O)cc2CC(=O)N([C@H](C)CO)C[C@H]1C`?
p53 PUMA act: 2; STK33 kin inh: -2

Results for Cc1ccc(C(=O)Nc2cccc(OC(=O)c3cc(S(=O)(=O)N4CCCCC4)ccc3Cl)c2)cc1 ?
p53 PUMA act: 1; STK33 kin inh: 0

What do the screens show for `CNC[C@@H]1Oc2ccc(NC(=O)Cc3ccccc3)cc2CC(=O)N([C@@H](C)CO)C[C@H]1C`?
p53 PUMA act: 7

What do the screens show for `CCOc1ccc(NC(=O)CSc2nnc(-c3cccs3)n2C)cc1`?
p53 PUMA act: 18; STK33 kin inh: 1

Results for O=C(O)Cn1cc(C(=O)C2CCCCC2)c2ccccc21 ?
p53 PUMA act: -29; STK33 kin inh: -4

Further compounds.
How did C[C@@H]1CN([C@H](C)CO)S(=O)(=O)c2ccc(-c3cccnc3)cc2O[C@@H]1CN(C)C(=O)NC1CCCCC1 do in these assays?
p53 PUMA act: 3

What do the screens show for `CNC[C@@H]1Oc2ccc(NC(=O)Nc3ccc(C(F)(F)F)cc3)cc2CC(=O)N([C@H](C)CO)C[C@@H]1C`?
p53 PUMA act: 0; STK33 kin inh: -1

Results for O=C(CCn1[nH]c(=O)c2ccccc2c1=O)NCc1ccccc1 ?
p53 PUMA act: -8; STK33 kin inh: 1

What do the screens show for `C[C@H](CO)N1C[C@H](C)[C@@H](CN(C)C(=O)Nc2ccccc2)Oc2ccc(NC(=O)Cc3ccccc3)cc2CC1=O`?
p53 PUMA act: 5

What do the screens show for `C[C@H](CO)N1C[C@H](C)[C@@H](CN(C)C)Oc2ccc(N(C)C)cc2C1=O`?
p53 PUMA act: 1

How did C[C@@H]1CN([C@H](C)CO)C(=O)c2cccc(NS(=O)(=O)c3ccc(F)cc3)c2O[C@@H]1CN(C)S(=O)(=O)c1cn(C)cn1 do in these assays?
p53 PUMA act: -5

What do the screens show for `CC(C)C#Cc1cnc2c(c1)C(=O)N([C@H](C)CO)C[C@H](C)[C@@H](CN(C)C(=O)Nc1cc(F)ccc1F)O2`?
p53 PUMA act: 18

How did COc1ccccc1-c1nnc(SCC(=O)c2ccc([N+](=O)[O-])cc2)o1 do in these assays?
p53 PUMA act: 35; STK33 kin inh: 7

How did C[C@@H]1CCCCO[C@@H](CN(C)C(=O)Cc2ccccc2)[C@H](C)CN([C@H](C)CO)C(=O)c2cc(NC(=O)Nc3ccc(F)cc3)ccc2O1 do in these assays?
p53 PUMA act: -31

What do the screens show for `N#CC(C#N)=C(N)Nc1ccccc1`?
STK33 kin inh: -2

How did Cc1ccc(Cl)cc1N(CC(=O)O)S(C)(=O)=O do in these assays?
p53 PUMA act: -5; STK33 kin inh: -4

What do the screens show for `CCn1c(SCC(=O)Nc2ccc(Cl)c(Cl)c2)nnc1-c1cccnc1`?
p53 PUMA act: 17; STK33 kin inh: -3

Results for CN1CCN(C(=O)CN(c2cccc([N+](=O)[O-])c2)S(C)(=O)=O)CC1 ?
p53 PUMA act: -17; STK33 kin inh: 9

What do the screens show for `Cc1cccc(NC(=O)CCC(=O)O)c1`?
p53 PUMA act: -6; STK33 kin inh: -4

Results for COc1ccc(NC(=O)Nc2ccc3c(c2)C(=O)N([C@H](C)CO)C[C@H](C)[C@@H](CN(C)Cc2ccc(Cl)c(Cl)c2)OCCCC[C@@H](C)O3)cc1 ?
STK33 kin inh: 2

How did C[C@@H]1CN([C@H](C)CO)C(=O)Cc2cc(NC(=O)NC3CCCCC3)ccc2O[C@H]1CN(C)S(=O)(=O)c1ccc(F)cc1 do in these assays?
STK33 kin inh: 2

Results for O=C(COc1ccc2ccccc2c1Br)NCc1ccco1 ?
p53 PUMA act: 85*; STK33 kin inh: -5

Results for C[C@@H]1CN([C@@H](C)CO)C(=O)CCCn2nncc2CO[C@H]1CN(C)C(=O)Nc1ccccc1 ?
STK33 kin inh: -1

How did NS(=O)(=O)c1ccc(NC(=O)CC2c3ccccc3Oc3ccccc32)cc1 do in these assays?
p53 PUMA act: 1; STK33 kin inh: 1

Results for C[C@H](CO)N1C[C@H](C)[C@H](CN(C)C)Oc2cc(-c3ccccc3F)ccc2S1(=O)=O ?
p53 PUMA act: 8

Results for COC(=O)c1ccc(NC(=O)CSc2nnc(C)s2)cc1 ?
p53 PUMA act: 6; STK33 kin inh: 6

How did Cc1nn(CC(=O)Nc2ccc(C(=O)N(C)C)cc2)c(=O)c2ccccc12 do in these assays?
p53 PUMA act: 0; STK33 kin inh: -1

What do the screens show for `COc1ccc(-n2nnnc2SCC(=O)c2ccc(O)c(O)c2)cc1`?
p53 PUMA act: 23; STK33 kin inh: -1

How did CS(=O)(=O)N(CC(=O)Nc1cccc2ccccc12)c1ccc(I)cc1 do in these assays?
p53 PUMA act: 24; STK33 kin inh: -5

What do the screens show for `C[C@@H]1CN([C@@H](C)CO)C(=O)c2cc(NS(C)(=O)=O)ccc2O[C@@H]1CN(C)C(=O)Nc1ccc2c(c1)OCO2`?
p53 PUMA act: 7; STK33 kin inh: 4

How did CN1CCN(C(=O)C[C@H]2C[C@@H]3c4cc(NC(=O)C5CCOCC5)ccc4O[C@@H]3[C@@H](CO)O2)CC1 do in these assays?
p53 PUMA act: 6
